# Screens deposited in PubChem by The Scripps Research Institute Molecular Screening Center.
# TAAR1 antagonist = antagonists of human TAAR1. CHO RD-HGA16 TAAR1, Fluo-8 calcium fluorescence, antagonist. inhibition, % at 3 µM. 360,000 compounds, 1.5% hits;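 active = inhibition above a per-plate cutoff, the mean inhibition of test compounds on that plate plus 3 SD, cut at about 49% in these data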;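 note: 0% = DMSO plus EC80 beta-PEA response and 100% = DMSO alone without agonist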
# Target sequence (Q96RJ0 whole entry, looked up): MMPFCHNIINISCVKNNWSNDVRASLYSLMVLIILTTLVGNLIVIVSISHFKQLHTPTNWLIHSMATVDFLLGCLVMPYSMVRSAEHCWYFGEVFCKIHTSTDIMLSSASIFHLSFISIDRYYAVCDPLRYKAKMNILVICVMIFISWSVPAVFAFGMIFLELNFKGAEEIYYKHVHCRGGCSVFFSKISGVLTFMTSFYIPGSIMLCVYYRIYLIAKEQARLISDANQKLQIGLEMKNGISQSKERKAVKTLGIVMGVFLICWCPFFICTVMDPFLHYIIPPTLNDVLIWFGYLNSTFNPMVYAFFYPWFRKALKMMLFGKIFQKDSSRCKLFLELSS
#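 Test system: RD-HGA16 CHO cells with stable hTAAR1 and Gα16 / Probe or stimulus: EC80 β-phenethylamine stimulus / Times: seeding 17-24 h prior, 75-min 37 °C, 30-min RT dye loading / Detection: Fluo-8 calcium-sensitive fluorescence / Read-out basis: % inhibition scaled between DMSO and EC80 PEA controls / Repeats: singlicate, one well per test compound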
# CHO-K1 Ca antag = nonselective inhibitor or artifact in parental CHO-K1 cells. 360,000 compounds, 0.6% hits. inhibition, % at 3 µM. AID 602250. ATP-induced calcium, Fluo-8 fluorescence;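 active = inhibition above a per-plate cutoff, the plate's mean sample inhibition plus 3 SD, cut at about 24% in these data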;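 note: 0% = DMSO plus EC80 ATP and 100% = DMSO alone without ATP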
# OXTR agonist = agonists of human oxytocin receptor; CHO-OTR cells, Fluo-8 calcium fluorescence; normalized: DMSO 0%, oxytocin 100%; activation, % at 3 µM; 320,000 compounds, 0.32% hits; AID 2435;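 active = activation above the mean of all tested compounds plus 3 SD, cutoff set per screening run, cut at about 20% in these data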;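 note: peak over basal fluorescence ratio from a 100 s FLIPR kinetic read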
# Target sequence (P30559 whole entry, looked up): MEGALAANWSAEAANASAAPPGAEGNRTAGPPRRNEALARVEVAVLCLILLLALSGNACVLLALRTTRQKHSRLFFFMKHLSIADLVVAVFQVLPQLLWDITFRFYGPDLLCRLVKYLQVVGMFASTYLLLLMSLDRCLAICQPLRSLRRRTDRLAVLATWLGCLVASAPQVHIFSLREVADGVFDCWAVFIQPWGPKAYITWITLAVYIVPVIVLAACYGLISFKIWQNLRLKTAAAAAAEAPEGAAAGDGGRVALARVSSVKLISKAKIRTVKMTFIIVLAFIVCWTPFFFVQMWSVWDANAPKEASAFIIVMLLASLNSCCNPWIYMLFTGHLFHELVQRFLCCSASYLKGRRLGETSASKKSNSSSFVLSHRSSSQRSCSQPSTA
# OXTR potentiator = human OXTR potentiation; CHO-OTR cells, Fluo-8 calcium fluorescence, potentiator mode; 0% = oxytocin EC15, 100% = EC100; activation, % at 3 µM; 320,000 compounds, 0.061% hits; AID 2445;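 active = activation above that plate's cutoff, the mean activation of tested compounds plus 3 SD, cut at about 6.6% in these data, passing the limit was not always enough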;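 note: 100% uses oxytocin at 75 nM as the full agonist control; some results filed as inactive read as strong as hits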
#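 Material: human OTR in CHO cells. Compound: 3.0 µM, one dose. Timing: compound 6 min at room temperature before oxytocin, 100 s read. Evaluation: % activation of max/min ratio relative to oxytocin controls. Replication: single well per compound, singlicate. Signal: Fluo-8 calcium dye fluorescence.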
# V1aR counter = activates human V1a receptor in oxytocin agonist counter-screen; P37288; CHO-V1R cells, Fluo-8 calcium fluorescence, agonist mode; 0% DMSO, 100% 3 nM vasopressin; activation, % at 3 µM; 320,000 compounds, 0.25% hits;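 active = activation above the mean activation of all tested compounds plus 3 SD, per screening run, cut at about 20% in these data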;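 note: signal is peak over basal fluorescence ratio across a 100 second FLIPR read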
# CHO-K1 Ca ag = M1 agonist counterscreen hit in parental CHO-K1 cells | AID 602248 | Fluo-8 calcium fluorescence; scaled to maximal ATP response, vehicle zero | 360,000 compounds, 0.48% hits | activation, % at 3 µM; in the data active = activation above about 15%;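 note: untransfected CHO-K1 host cells lacking M1 receptor as counterscreen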
# GPR7 antagonist = antagonists of human GPR7 (neuropeptides B/W receptor 1) | GPR7-expressing cells, fluorescence antagonist assay | inhibition, % at 4.4 µM | 290,000 compounds, 1.1% hits | AID 1861; in the data active = inhibition above about 16%, passing the limit was not always enough;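 note: cells stimulated with the agonist NPW; 0% = agonist with vehicle and 100% = vehicle without agonist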
# Target sequence (P48145 whole entry, looked up): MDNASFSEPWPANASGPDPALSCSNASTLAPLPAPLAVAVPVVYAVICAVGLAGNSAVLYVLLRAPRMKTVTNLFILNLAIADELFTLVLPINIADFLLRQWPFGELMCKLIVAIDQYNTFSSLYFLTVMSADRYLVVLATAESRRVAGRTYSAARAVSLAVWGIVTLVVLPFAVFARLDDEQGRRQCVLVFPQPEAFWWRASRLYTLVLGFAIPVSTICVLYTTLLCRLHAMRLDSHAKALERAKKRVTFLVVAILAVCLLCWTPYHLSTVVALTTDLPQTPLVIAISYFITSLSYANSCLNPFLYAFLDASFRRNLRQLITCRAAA
# M1 PAM parental = counter-screen for M1 PAMs: effect in parental CHO-K1 cells. ATP EC20, Fluo-8 calcium fluorescence; 0% at ATP EC20, 100% at ATP max. 360,000 compounds, 0.02% hits. activation, % at 3 µM;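 active = activation above the run cutoff, the mean activation of all test compounds plus 3 SD, cut at about 40% in these data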;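 note: peak over basal fluorescence ratio in a 140 s read after ATP addition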
# CHO parental Ca = counter-screen for OX1R antagonists: effect in parental CHO cells | parental CHO-K1, ATP-induced calcium, Fluo-8 fluorescence | 330,000 compounds, 0.63% hits | inhibition, % at 5.6 µM;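 active = inhibition above that plate's mean sample inhibition plus 3 SD, cut at about 26% in these data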;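 note: 0% = ATP-challenged DMSO wells and 100% = DMSO wells without ATP; some compounds past the cut are filed as inactive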
#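 Assay system – parental CHO cells · Reagent – ATP stimulus · Detection – intracellular calcium via Fluo-8 no-wash fluorescent dye · Evaluation – percent inhibition of ATP-evoked calcium rise, normalized to controls · Controls – ATP wells versus no-ATP DMSO wells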
# Starred values were filed as active, the others as inactive; / = no result given.
no.	structure	TAAR1 antagonist	CHO-K1 Ca antag	OXTR agonist	OXTR potentiator	V1aR counter	CHO-K1 Ca ag	GPR7 antagonist	M1 PAM parental	CHO parental Ca
1	O=C(Nc1nnc([C@@H]2C[C@H](O)[C@@H](CO)O2)s1)Nc1ccccc1F	-10.2	-5.6	/	/	/	0.8	/	1.8	/
2	O=C(Nc1ccc2c(c1)OCO2)O[C@@H]1C[C@H]2CCCC(=O)N3CC[C@@H](C1)[C@@H]23	-12.2	-4.2	7.3	-8.5	0.8	0.1	-2.5	-7.5	-16.0
3	CC(Sc1ccccc1)C(=O)NNC(=O)c1csc(N2CCOCC2)n1 (stereo not drawn)	-0.4	-3.1	0.1	-2.7	-0.7	0.9	/	11.9	-14.9
4	CC(C)c1nc2oc3c(NCc4cccnc4)ncnc3c2c2c1CCC2	6.1	-0.7	-2.5	-13.9	-0.7	0.2	-13.7	4.6	-13.4
5	CCc1nnc2n1N=C(c1cccc([N+](=O)[O-])c1)CS2	-30.0	-9.2	-0.9	-4.5	8.6	0.3	-8.9	2.2	-10.4
6	O=S(=O)(c1ccccc1)c1nc(-c2ccco2)oc1NCc1ccccc1	-3.8	-5.5	-1.2	-1.9	-1.1	-0.1	-3.0	14.6	-21.0
7	CC(Sc1ccc(Cl)cc1)C(=O)Nc1ccc(S(=O)(=O)N2CCOCC2)cc1 (stereo not drawn)	50.4*	-16.8	28.8*	-22.8	13.1	10.8	24.8	19.3	8.3
8	COc1ccc(/C=N/NC(=O)NC23CC4CC(CC(C4)C2)C3)c(OC)c1	13.5	-0.4	-1.5	-19.5	0.2	0.0	-8.6	-5.7	-27.9
9	COc1cc(/C=C/C(=O)OCC(=O)NCc2ccco2)ccc1O	-8.8	-11.5	1.1	-1.2	0.5	0.7	/	7.7	4.2
10	CCOC(=O)Cc1csc(NC(=O)CSc2nnc(-c3ccc(C)cc3)o2)n1	3.2	-23.3	-0.6	-3.4	1.1	1.7	4.1	7.6	-17.1
11	COc1ccc(CCNC(=O)COC(=O)c2cc(S(=O)(=O)N3CCCC3)ccc2O)cc1	-15.9	-5.5	1.9	-2.2	4.2	0.2	/	2.1	-16.7
12	Cc1cc(Cl)ccc1OCCCC(=O)N/N=C/c1cccc([N+](=O)[O-])c1	-4.0	-6.5	1.4	-1.5	0.7	0.2	-9.9	27.3	-11.6
13	Cc1cccc(N)c1SC1CCCCC1O (stereo not drawn)	-6.9	0.4	-1.1	-3.0	0.0	0.1	-9.0	12.7	-0.8
14	CCCc1cc(N2CCN(C(=O)c3ccco3)CC2)n2c(nc3ccccc32)c1C#N	46.1	5.6	-1.8	-11.4	0.3	2.8	-8.3	-0.6	-16.0
15	O=C(Nc1cccc(S(=O)(=O)C(F)F)c1)c1ccc(S(=O)(=O)N2CCCCC2)cc1	63.5*	14.2	1.3	-5.2	5.4	7.1	-5.4	5.1	1.6
16	CCCCn1nc2cc(C(=O)NCC34CC5CC(CC(C5)C3)C4)ccc2c1OC	-8.2	-19.8	-2.8	-0.4	-0.8	-0.8	-18.8	21.2	-16.6
17	COc1ccc(CNC(=O)CN(Cc2ccccc2OC)C(=O)c2csnn2)cc1	8.8	-12.8	-1.1	-5.7	-0.9	4.3	-8.9	0.0	-31.1
18	COc1cc(/C=C2/NC(=O)N(CC(=O)Nc3ccc(C)cc3)C2=O)ccc1Oc1ccc([N+](=O)[O-])cn1	5.1	-9.8	1.1	-12.7	-1.1	0.2	-3.3	7.1	13.9
19	O=C(CNC(=O)c1ccc(Br)o1)NNC(=O)c1ccc(Br)cc1	9.0	-21.6	0.6	-1.1	1.1	0.3	/	14.8	-2.3
20	CCN1C[C@@H]2[C@@H]3C(=O)N(Cc4ccccc4)C(=O)[C@@H]3[C@](Cc3ccccc3)(C1=O)N2C(=O)c1ccc(C(C)(C)C)cc1	-2.7	2.5	/	/	/	-0.1	/	-5.8	/

# A second format for part of the listing above.
# Below each SMILES – TAAR1 antagonist, CHO-K1 Ca antag, OXTR agonist, OXTR potentiator, V1aR counter, CHO-K1 Ca ag, GPR7 antagonist, M1 PAM parental, CHO parental Ca
19. O=C(CNC(=O)c1ccc(Br)o1)NNC(=O)c1ccc(Br)cc1
  9.0, -21.6, 0.6, -1.1, 1.1, 0.3, /, 14.8, -2.3
8. COc1ccc(/C=N/NC(=O)NC23CC4CC(CC(C4)C2)C3)c(OC)c1
  13.5, -0.4, -1.5, -19.5, 0.2, 0.0, -8.6, -5.7, -27.9
10. CCOC(=O)Cc1csc(NC(=O)CSc2nnc(-c3ccc(C)cc3)o2)n1
  3.2, -23.3, -0.6, -3.4, 1.1, 1.7, 4.1, 7.6, -17.1
14. CCCc1cc(N2CCN(C(=O)c3ccco3)CC2)n2c(nc3ccccc32)c1C#N
  46.1, 5.6, -1.8, -11.4, 0.3, 2.8, -8.3, -0.6, -16.0
6. O=S(=O)(c1ccccc1)c1nc(-c2ccco2)oc1NCc1ccccc1
  -3.8, -5.5, -1.2, -1.9, -1.1, -0.1, -3.0, 14.6, -21.0

# (continued)
21: COc1ccc(Cc2nnc(Nc3ccccc3)s2)cc1Br
22: CN1CCN(c2ccc(-c3cc(NC=O)c4ncc(-c5ccccc5)n4c3)cc2)CC1
23: Cc1ccc(CNC(=O)CN2C(=O)COc3ccc(C)cc32)cc1
24: CCCc1cc(=O)oc2c3c(cc(OCC(=O)N[C@@H](C)C(=O)O)c12)OC(C)(C)CC3
25: Cc1ccc(S(=O)(=O)N2CCN(C(=O)N(C)C)CC2)cc1
26: Cn1cc(CN2CCN(Cc3ccc4c(c3)OCO4)CC2)c(-c2ccccc2F)n1
assay / compound	21	22	23	24	25	26
TAAR1 antagonist	-11.4	-5.1	3.7	-12.2	5.9	4.5
CHO-K1 Ca antag	-19.6	-2.3	-8.9	-14.1	2.6	-11.2
OXTR agonist	-0.2	/	-0.7	0.2	0.5	-0.4
OXTR potentiator	-10.5	/	-1.8	-11.7	1.0	2.7
V1aR counter	-0.3	/	1.1	-0.4	-0.3	1.2
CHO-K1 Ca ag	2.2	1.2	1.1	5.0	-0.3	0.3
GPR7 antagonist	-15.1	/	-4.9	-2.7	-4.7	-12.1
M1 PAM parental	13.4	4.6	18.4	23.0	-7.8	21.6
CHO parental Ca	-19.8	/	-8.1	-4.4	4.6	-6.1

27: CCOc1ccc(NC(=O)C(C)Sc2nnc(C)n2C)cc1 (stereo not drawn)
28: COc1c(Cl)ccc(Cl)c1C(=O)NC(=O)N1CCOCC1
29: O=C(NCC1CCCO1)c1csc(Nc2cccc3ccccc23)n1 (stereo not drawn)
30: COc1ccccc1C(=O)NCCN1CCN(C(=O)c2ccccc2OC)CC1
31: N/C(Cc1cccc2ccccc12)=N\OC(=O)c1ccccc1F
32: O=C(O)CCc1nn2c3ccccc3n(CCN3CCCCC3)c2nc1=O
assay / compound	27	28	29	30	31	32
TAAR1 antagonist	-10.8	-2.3	-14.0	-13.9	33.4	-2.1
CHO-K1 Ca antag	-0.8	6.5	-16.6	-5.4	13.4	-6.9
OXTR agonist	-1.1	1.0	-1.6	0.1	/	0.2
OXTR potentiator	-3.3	4.3	-11.9	-12.9	/	-4.6
V1aR counter	-1.0	-0.2	0.6	0.6	/	0.2
CHO-K1 Ca ag	0.1	-0.2	1.6	0.4	-0.3	0.4
GPR7 antagonist	-5.7	-8.6	2.0	-2.3	7.5	-5.8
M1 PAM parental	-5.0	-6.3	2.0	1.3	-19.8	-0.5
CHO parental Ca	-7.6	8.7	-10.8	-19.2	/	-5.4

33: COc1ccc(N2CCN(c3nc4cc(C)ccc4cc3C=O)CC2)cc1
34: CCN(CC(=O)Nc1cc(Cl)ccc1C)C(=O)c1ccc(N2CCCC2=O)cc1
35: CN(C)C(=O)CSc1nnc(-c2ccc(S(=O)(=O)N3CCCC3)cc2)n1C
36: O=C(NC(=S)Nc1ccccc1N1CCCCC1)c1ccc(-c2cccc([N+](=O)[O-])c2)o1
37: Cc1ccc(OC(=O)c2cccc(S(=O)(=O)N3CCCC3)c2)c(-n2nc3ccccc3n2)c1
38: Cc1ccc(NC(=O)Nc2ccc(Cl)cc2)c(Br)c1
assay / compound	33	34	35	36	37	38
TAAR1 antagonist	23.4	/	1.9	-10.1	-4.8	-12.4
CHO-K1 Ca antag	5.8	-7.2	6.5	0.3	-5.0	-4.7
OXTR agonist	-0.8	-0.1	0.3	-0.7	-0.1	-1.3
OXTR potentiator	-1.9	-1.6	-1.0	-1.1	-2.9	-10.6
V1aR counter	1.9	0.6	0.1	0.2	1.4	4.3
CHO-K1 Ca ag	0.9	0.4	-0.4	0.1	0.1	5.2
GPR7 antagonist	-22.1	/	-17.1	-20.4	-4.6	5.8
M1 PAM parental	10.6	6.8	-4.2	13.3	4.8	25.8
CHO parental Ca	-4.9	-14.0	-0.2	-6.8	-20.1	0.5

39: O=C1c2cc(O)c(O)cc2OC(c2ccc(O)c(O)c2)C1O (stereo not drawn)
40: Cc1ccc(CC(=O)Nc2ccc(S(=O)(=O)Nc3nccc(C)n3)cc2)cc1
41: O=C(NCc1cccnc1)c1cc(S(=O)(=O)N2CCCCC2)ccc1Cl
42: CN(C)C(CNC(=O)c1cccc(C(F)(F)F)c1)c1ccco1 (stereo not drawn)
43: CC1CN(C(=S)Nc2ccccc2)CC(C)O1 (stereo not drawn)
44: O=C(NCCN1CCOCC1)c1ccc2c(c1)N(Cc1cccc(F)c1)C(=O)c1ccccc1S2
assay / compound	39	40	41	42	43	44
TAAR1 antagonist	-7.9	-8.3	8.0	-0.8	-13.1	-7.9
CHO-K1 Ca antag	-10.2	-8.8	-4.9	-2.5	-8.2	-7.4
OXTR agonist	/	0.1	0.9	-0.3	1.1	1.3
OXTR potentiator	/	-7.6	-11.0	-5.8	1.4	-4.7
V1aR counter	/	1.1	1.9	1.1	0.2	-0.5
CHO-K1 Ca ag	0.6	-0.6	0.3	-0.3	1.8	0.1
GPR7 antagonist	/	-10.8	-9.9	6.8	-21.8	5.5
M1 PAM parental	13.5	5.4	0.4	9.5	21.1	-3.0
CHO parental Ca	/	-1.8	-19.2	-5.3	-6.8	-35.8

45: CCc1ccc2c(c1)c1nc(C)sc1n2CC
46: CCc1ccc(N=CC23c4ccccc4C(c4ccccc42)C2C(=O)N(c4ccc(OC)cc4)C(=O)C23)cc1 (stereo not drawn)
47: O=C(NCC(=O)N1CCC2(CC1)NCCc1[nH]cnc12)c1cccc(Cl)c1
48: O=C(CCS(=O)(=O)c1cccs1)Nc1ccc(C(=O)NC2CCCC2)cc1
assay / compound	45	46	47	48
TAAR1 antagonist	-16.1	-26.0	-4.5	-1.6
CHO-K1 Ca antag	-8.0	4.7	-13.6	-4.8
OXTR agonist	-2.3	-1.4	0.5	-0.2
OXTR potentiator	-17.9	-16.5	4.1	1.1
V1aR counter	-1.7	-0.2	0.7	0.6
CHO-K1 Ca ag	-0.7	-0.1	1.0	0.3
GPR7 antagonist	1.9	-7.0	-3.9	-4.7
M1 PAM parental	20.2	0.4	13.0	0.1
CHO parental Ca	-26.2	-18.6	-12.4	-6.5
